GCN5L2 inh = GCN5L2 (KAT2A) acetyltransferase inhibition | Q92830 | hit rate 0.21% among 390,000 | Potency, µM (highest dose often 58.9 µM), for the others: at the highest dose activity change, negative = inhibition, actives largely listed as inhibitors | GCN5L2 HAT assay, ThioGlo1 CoA-SH fluorescence
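Fluorescence readout, Ex340nm/Em540nm: ThioGlo1 (50uM final) reacts with free CoA thiol released as 20nM GCN5L2 acetylates H3(1-25) peptide (75uM) using acetyl-CoA (70uM). Compound and enzyme sat 15 min beforehand; 20 min room-temperature reaction.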
FEN1 inhibitor = inhibitors of human flap endonuclease 1. P39748. Recombinant FEN1 flap cleavage, fluorescence, 15 min. Potency, µM (top dose mostly 114 µM), inactives show top-dose activity change, negative = inhibition, hits mostly inhibitors. hit rate 0.35% among 390,000; further: nearly all actives have a fitted effect of over 65% in size
Target sequence (P39748 whole entry, looked up): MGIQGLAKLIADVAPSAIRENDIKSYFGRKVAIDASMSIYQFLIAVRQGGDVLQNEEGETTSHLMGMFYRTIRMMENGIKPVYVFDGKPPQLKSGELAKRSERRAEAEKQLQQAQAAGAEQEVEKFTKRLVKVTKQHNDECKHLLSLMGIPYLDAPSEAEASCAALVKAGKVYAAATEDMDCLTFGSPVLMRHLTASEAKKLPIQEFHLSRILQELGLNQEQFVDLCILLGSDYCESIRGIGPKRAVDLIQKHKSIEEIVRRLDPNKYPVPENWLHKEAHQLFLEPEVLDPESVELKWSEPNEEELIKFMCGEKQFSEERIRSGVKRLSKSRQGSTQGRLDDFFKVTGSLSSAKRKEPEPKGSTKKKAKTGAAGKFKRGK
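Nuclease activity of 10 nM FEN1 was measured after 15 min of room-temperature exposure to titrated compounds, by adding 50 nM flap substrate and reading plates at 0 and 15 min.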
TDP1 cell CPT = growth inhibition of DT40 Tdp1-/-;hTDP1 cells with camptothecin (screen for TDP1 inhibitors); chicken DT40 Tdp1-/-;hTDP1 cells + 20 nM CPT, ATP luminescence, 48 h; Potency, µM (doses to about 46.2 µM), without a hit: at the highest dose activity change, negative = growth inhibition, most hits filed as inhibitors; hit rate 12% among 420,000; AID 686979; further: nearly all actives have a fitted effect of over 55% in size
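Chicken DT40 Tdp1-/- cells stably complemented with human TDP1 were seeded at 400 cells/well in medium containing 20 nM camptothecin, exposed to pin-transferred compounds, and grown at 37 °C for at least 48 hr. Viability was read as ATP luminescence.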
The depositor's hits bear a star; ? = inconclusive; . = no result given; & = joins results of further samples. The call rests on the fitted dose curve; in most records, active means well fitted curve in the direction sought with a large enough effect; inconclusive means small, poorly fitted or top-dose-only effect, or another doubt; inactive means no such curve, though single readings can be large; an effect the other way counts as inactive or inconclusive. On the % scale 0 is the no-effect control and ±100 the full control effect; potency means the concentration at half of the fitted maximal effect.

Each structure is followed by: GCN5L2 inh	FEN1 inhibitor	TDP1 cell CPT
COc1ccc(-c2csc(NC(=O)c3ccc(OCC(=O)N4CCOCC4)c(OC)c3)n2)cc1
  -7%	3%	7.3µM*
Cc1ccc(OCc2nnc(N)s2)cc1
  -1%	1%	-2%
COc1ccc(NC(=O)N(C)C[C@H]2Oc3ccc(NS(=O)(=O)c4cccs4)cc3C(=O)N([C@H](C)CO)C[C@@H]2C)cc1
  -2%	-4%	-6%
NC(=O)c1ccc(NC(=O)CN2CCN(c3ccc(Cl)cc3)CC2)cc1
  0%	-6%	-14%
CC(C)c1ccccc1NC(=S)N1CCN(Cc2ccc3c(c2)OCO3)CC1
  -9%	-2%	20%
CC(C)c1ccc(NC2CCCN(C(=O)c3ccc4nccnc4c3)C2)cc1 (stereo unspecified)
  0%	18%	-18%
CCOC(=O)c1c(S(=O)(=O)N2CCCC(C(=O)NCc3ccccc3OC)C2)c(C)n(C)c1C (stereo unspecified)
  -8%	-1%	-24%
Cc1ccccc1NCN1C(=O)C2C3C=CC(C3)C2C1=O (stereo unspecified)
  -3%	-9%	-1%
O=C(NCc1ccc(N2CCCC2=O)cc1)c1cccc(Cl)c1
  -1%	2%	1%
COc1ccccc1NC(=O)CCCc1nnc2n(C)c(=O)c3sccc3n12
  0%&-3%	-16%&0%	-7%&-27%
COc1cccc(CC(=O)Nc2nc(C)cs2)c1
  -6%	-10%	-22%
COc1cc(/C=N/NC(=O)c2cccc([N+](=O)[O-])c2)ccc1OCc1ccccc1
  -2%	-13%	?
COC(=O)C1=C(CSCc2ccccc2)NC(=O)NC1c1cc(C)ccc1C (stereo unspecified)
  -2%	5%	?
O=C(C1=C[C@H](c2csc3ccccc23)C[C@H](OCc2ccc(CO)cc2)O1)N1CCN(Cc2ccc3c(c2)OCO3)CC1
  0%	-2%	16µM*
Cc1ccccc1Cn1cc(CCC(=O)NC(C)c2ccccc2)c2ccccc21 (stereo unspecified)
  0%	-4%	13µM*
Cc1cc(C(=O)NCCC2=CCCCC2)no1
  -2%	-5%	-11%
COCCn1nnnc1C(CC(C)C)N1CCN(c2cccc(OC)c2)CC1 (stereo unspecified)
  -1%	6%	-24%
Cc1ccc2oc(=O)c3cnn(CC(=O)NCCC(C)C)c3c2c1
  -15%	5%	-11%
NC(=O)CSc1nnc(COc2ccccc2)n1C1CCCCC1
  -7%	-2%	-8%
CCC(C)NC(=O)Cn1c(=O)n(-c2ccccc2)c(=O)c2ccc(C(=O)NCc3ccco3)cc21 (stereo unspecified)
  -4%	4%	-18%
O=C(COC(=O)c1cc(S(=O)(=O)NCc2ccccc2)ccc1O)c1cc2ccccc2o1
  1%	-21%	-16%
C=CCn1c(=O)c(C(=O)NCCN(CC)CC)c(O)c2ccccc21
  4%	3%	?
CCOC(=O)N1CCN(C(=O)Nc2ccc(Cl)cc2Cl)CC1
  1%	6%	-4%
Cc1ccc(C2=NN(C3=NN=C(N)Cc4ncnn43)C(O)(C(F)(F)F)C2)cc1 (stereo unspecified)
  -6%	25%	16%
Cc1ccc(OCCNC(=O)C(C)SCC(=O)Nc2ccc(F)cc2)cc1 (stereo unspecified)
  -10%	12%	-17%
CC(C)Oc1snc(Cl)c1C(N)=O
  -6%	-3%	-2%
COc1ccc(N(CC(=O)NC2CCCCC2)S(=O)(=O)c2cccnc2)cc1
  -3%	-8%	23%
CC(COS(N)(=O)=O)Cc1ccc(C(F)(F)F)cc1 (stereo unspecified)
  -9%	10%	?
Cc1ccc2c(C(=O)CN3CCCCC3CCO)c(C)[nH]c2c1 (stereo unspecified)
  0%	-9%	?
CCOC(=O)c1ccc(NC(=S)Nc2ccccc2)cc1
  -4%	0%	?

Another view of part of the listing above:
SMILES | GCN5L2 inh | FEN1 inhibitor | TDP1 cell CPT
CCOC(=O)N1CCN(C(=O)Nc2ccc(Cl)cc2Cl)CC1 | 1% | 6% | -4%
O=C(COC(=O)c1cc(S(=O)(=O)NCc2ccccc2)ccc1O)c1cc2ccccc2o1 | 1% | -21% | -16%

More entries.
Each structure is followed by: GCN5L2 inh	FEN1 inhibitor	TDP1 cell CPT
CCOC(=O)CN1C(=O)N[C@@H](c2ccccc2)C(C(C)=O)=C1C
  -2%	-5%	8%
CCn1c(C)nc2cc(C(=O)OCCC(F)(F)F)ccc21
  -6%	0%	?
O=C(CSc1ncnc2nc[nH]c12)c1ccccc1
  8%	-4%	-29%
N=C1C(c2nc3ccccc3s2)=C(O)CN1Cc1ccccc1
  -4%	6%	7.3µM*
CCN(CC)C(=O)[C@H]1C[C@H](CC(=O)NCCCOC)C(=O)N2CCc3c([nH]c4cc(CCC(=O)N(C)C)ccc34)[C@]12C
  2%	-1%	1%
CN(c1ccccc1C(=O)Nc1ccccc1C(=O)NCc1ccco1)S(C)(=O)=O
  1%	2%	1%
N#Cc1cccc(-c2cncnc2NCc2cccnc2)c1
  -11%	.	4%
CC(=O)c1ccc2c(c1)CC1(C2)Cc2cc3c(cc2C1)C(=O)CC3 (stereo unspecified)
  .	-1%	5.2µM*
CC(C)Oc1ccc(CNC2CCOC(C)(C)C2)cc1 (stereo unspecified)
  -2%	-15%	-5%
O=C(Nc1cccc(C(=O)N2CCN(c3ccccc3F)CC2)c1)c1nsc2ccccc12
  -21%	-18%	?
CCC(C)NC(=O)CSc1nc2cc3c(cc2c(=O)n1CCCC(=O)NCc1ccc2c(c1)OCO2)OCO3 (stereo unspecified)
  -1%	1%	-11%
CN1C(=S)SC(N2OC3C(=O)N(c4ccccc4)C(=O)C3C2c2ccc(Cl)cc2)C1(C)C (stereo unspecified)
  -7%	-5%	-1%
O=C(Nc1ccc(N2CCOCC2)cc1N1CCOCC1)c1ccc(Br)cc1
  -14%	-2%	-20%
O=C(COc1ccc(N2CC(C(=O)O)CC2=O)cc1)Nc1cccc(C(F)(F)F)c1 (stereo unspecified)
  0%	13%	-7%
NS(=O)(=O)c1ccc(CCNc2nc(CN3CCCCC3)nc3sc4c(c23)CCC4)cc1
  -18%	-9%	-28%
Cc1ccc(C(=O)OCC(=O)N2CC(C)CC(C)C2)cc1S(=O)(=O)N1CCCCC1 (stereo unspecified)
  -7%	-18%	-15%
CN(C)CC(C)(C)CNC(=O)c1cc(=O)c2ccccc2o1
  2%	-5%	5%
Cc1nnsc1C(=O)N/N=C/c1ccc2ccccc2c1O
  -1%	-9%	1µM*
Cc1cc(=S)cc(C)n1CCCO
  -2%	-4%	-4%
O=C(CSc1nc(=O)n(Cc2ccncc2)c2c1CCC2)Nc1cccc(F)c1
  -3%	17%	-28%
Cc1cc(=O)n2nc(N3CCCC3C(=O)NCCCN3CC(C)CC(C)C3)sc2n1 (stereo unspecified)
  2%	6%	-13%
CCOC(=O)CCCCC(=O)c1[nH]c(=O)[nH]c1Cn1ccnc1
  2%	11%	-11%
CCc1ccc(OCc2nnc(SCC(=O)NC3CCCCC3)o2)cc1
  -4%	2%	4%
CN1CCN(c2ncc3nc(-c4cccs4)c(=O)n(CCC#N)c3n2)CC1
  ?	.	-88%
O=CN1N=C(c2ccccc2)CC1c1ccc(Cl)cc1 (stereo unspecified)
  -3%	-12%	-24%
Cc1ccc(-n2nnnc2SCc2ccc(C(=O)O)cc2)cc1C
  24%	17%	-7%
CCOC(=O)Cn1ccc(NC(=O)c2ccc3c(c2)OCO3)n1
  -6%	3%	?
O=C(CN1CCN(S(=O)(=O)c2ccc(Br)cc2)CC1)N/N=C/c1ccco1
  -1%	6%	-8%
Cc1ccc(C(=O)COC(=O)C(Cc2c[nH]c3ccccc23)NC(=O)c2ccc(C(C)(C)C)cc2)cc1 (stereo unspecified)
  -13%	1%	18µM*
Cn1ncc2c(O/N=C(\N)c3ccc(C(F)(F)F)cc3)ncnc21
  -8%	-15%	6.5µM*
Cc1ccsc1C(=O)N1CCc2ccccc2C1
  -15%	15%	-7%
CC(C)NC(=O)CN1CCN(Cc2nc(-c3cccs3)no2)CC1
  -1%	-3%	-23%
Cc1ccc(C(=O)NC(=C(Cl)Cl)S(=O)(=O)c2ccc(C)cc2)cc1
  1%	-1%	?
O=C(c1ccc(F)c(S(=O)(=O)N2CCOCC2)c1)N1CCN(c2ccc(F)cc2)CC1
  3%	-2%	-13%
Cc1nc(-c2cccc(S(=O)(=O)N3CCCC(C)C3)c2)cs1 (stereo unspecified)
  2%	-1%	15µM*
O=C(O)CNc1ccc(S(=O)(=O)C(F)(F)F)cc1[N+](=O)[O-]
  -1%	-1%	-3%
COc1ccc(/C=C/C(=O)NCC(=O)N/N=C(/CCC(=O)O)c2ccccc2)cc1
  -4%	-14%	0%
Cc1cc(NC(=O)COC(=O)c2ccccc2Cl)no1
  -2%	-14%	-2%
N#Cc1c(-c2ccc([N+](=O)[O-])cc2)nc2n(c1=O)CCS2
  -8%	-4%	-21%
CCN=C1S/C(=C\c2ccc(N3CCOCC3)cc2C)C(=O)N1CC
  0%	-8%	2.9µM*
Cc1ccc(/C=C2\SC(=S)N(CCCC(=O)NNC(=O)c3ccccc3O)C2=O)cc1
  -6%	-3%	?
COc1ccc2c(c1)C(=O)C(=O)N2CC1COc2ccccc2O1 (stereo unspecified)
  -14%	-24%	1µM*
CCc1ccc(/C=C/C(=O)c2cc(Br)ccc(=O)c2O)cc1
  ?	?	3.3µM*
Cc1cc(NC(=O)c2c(Br)c(C)nn2C)no1
  -1%	10%	-19%
CCN(CC)S(=O)(=O)c1ccc(N2CCN(c3ccccc3OC)CC2)c(N)c1
  -6%	-8%	9.2µM*
CC(C)c1nnc(NC(=O)C2CCN(c3nc4ccccc4s3)CC2)s1
  -11%	-2%	-27%
Cc1cccc(C)c1OCCSc1n[nH]c(N)n1
  -4%	-3%	-20%
CCOc1ccc(-c2c(C)nn3c(C)c(C(=O)Nc4cc(C)cc(C)c4)cnc23)cc1OCC
  -2%	7%	?
NC(=O)c1ccsc1NC(=O)c1ccc([N+](=O)[O-])o1
  -10%	?	13µM*
CCc1ccccc1NC(=O)CN(C)S(=O)(=O)c1ccc(-c2ccc(=O)[nH]n2)s1
  -8%	-8%	-8%

Remaining list, next part.
Each structure is followed by: GCN5L2 inh	FEN1 inhibitor	TDP1 cell CPT
COc1ccc(N2CCN(C(c3ccccc3)c3sc4nc(C)nn4c3O)CC2)cc1 (stereo unspecified)
  -6%	-5%	?
COc1cccc(NC(=O)c2cnc(SCC(=O)N3CCCc4ccccc43)n(C)c2=O)c1
  -12%	5%	-3%
C[C@@H]1CCC(=O)N(C[C@@H](C)CC#N)CC1
  -5%	-4%&-10%	-25%&4%
Clc1ccccc1N=C1SCCS1
  0%	6%	3%
O=S(=O)(Cc1ccccc1Cl)N1CCCCC1
  0%	3%	-12%
O=C(NC12CC3CC(CC(C3)C1)C2)c1ccc(-c2ccc(Cl)cc2)o1
  -3%	-12%	23µM*
CC(=O)Nc1ccc(S(=O)(=O)N(C)c2ccc(OCC(=O)OCC(=O)Nc3ccc(OC(F)F)cc3)cc2)cc1
  -6%	-12%	-18%
O=C(NC1(C(F)(F)F)N=C(c2ccccc2)NC1=O)c1ccccc1 (stereo unspecified)
  -4%	-1%	-1%
Cc1cc(C)cc(C(=O)NC2CC(C)(C)NC(C)(C)C2)c1
  -13%	2%	1%
N/C(=N\OC(=O)COc1ccccc1)c1cccnc1
  -10%	1%	-24%
CCCCN(NC(C)=O)c1nc(Cl)nc(NC(C)C)n1
  -4%	-12%	-13%
CCNC(=O)CN(c1ccc(F)cc1)S(=O)(=O)c1ccc2c(c1)OCCO2
  -5%	11%	1%
COc1ccc(OC)c(S(=O)(=O)N2CCN(Cc3nc4ccc(C)cc4o3)CC2)c1
  -9%	-4%	?
COc1ccc(-c2[nH]ncc2C(=O)NCc2cccc(OC)c2)cc1
  -1%	15%	-26%
CCc1ccccc1NC(=O)CCS(=O)(=O)c1ccc(OC)cc1
  -1%	3%	-11%
O=C(CN(Cc1ccccc1)C1=NCCS1)c1ccccc1
  -2%	-3%	?
CC(C)(C)NC(=O)COc1ccc(CNCc2ccccn2)cc1
  -4%	6%	21%

Reformatted with each value named: three of the compounds above.
CCc1ccccc1NC(=O)CCS(=O)(=O)c1ccc(OC)cc1
- GCN5L2 inh: -1%
- FEN1 inhibitor: 3%
- TDP1 cell CPT: -11%
Cc1cc(NC(=O)COC(=O)c2ccccc2Cl)no1
- GCN5L2 inh: -2%
- FEN1 inhibitor: -14%
- TDP1 cell CPT: -2%
Cn1ncc2c(O/N=C(\N)c3ccc(C(F)(F)F)cc3)ncnc21
- GCN5L2 inh: -8%
- FEN1 inhibitor: -15%
- TDP1 cell CPT: 6.5µM*

These rows are one share of the data; count on the stated rates, not on these rows.
